KDM5B inh: blocks human KDM5B histone demethylase activity; AID 1347165; Q9UGL1; KDM5B demethylase, FDH-coupled NADH fluorescence (FDH is formaldehyde dehydrogenase); actives 2.6% (n = 220,000); Potency, µM (series often up to 57.7 µM), without a hit: top-dose activity change, negative = inhibition, hits mostly inhibitors; active = well fitted inhibition curve with a large enough effect; inconclusive = small, poorly fitted or top-dose-only effect; inactive = no such curve, though single readings can be large or run the other way; also: 0% is about no effect; nearly all actives have a fitted effect of over 70% in size
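Coupled FDH/NAD⁺ fluorescence readout. KDM5BΔAP 200 nM final; compound titration, 10 min RT preincubation; substrate mix 12.5 µM H3K4me3, 25 µM 2-OG, 50 µM Fe(II), 100 µM ascorbate, 0.25 mM NAD⁺, 0.25 U/mL FDH; ΔRFU over 30 min.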
Active calls of the source: *; i = inactive; ? = inconclusive; [ ] = dose if it differs, or a comment. Potency is read from the fitted curve at half-maximal effect.

SMILES | KDM5B inh
COCCN1C(=O)c2[nH]nc(-c3cc(Cl)c(C)cc3O)c2C1c1ccc(O)c(OC)c1 (stereo not given) | -3%
COCCCNC(=O)C1CCN(C(=O)C2C(C=C(C)C)C2(C)C)CC1 (stereo not given) | 22%
Cc1ccc(-c2nc3cc(NC(=O)c4cccs4)ccc3o2)cc1C | 3%
CCOC(=O)C(NC(=O)c1cccc(C)c1)C(F)(F)F (stereo not given) | i
COc1ccc(N2CCN(CCCNC(=O)c3nnc(Cc4ccc(F)cc4)o3)CC2)cc1 | ?
COc1ccc(CN(C)C(=O)CNC(=O)c2cccs2)c(OC)c1 | -14%
O=C(NNC(=O)C1CCCC1)c1ccccc1OCc1ccc(F)cc1 | 20%
COc1cc(CCC(=O)OCc2ccc(Cl)cc2)cc(OC)c1OC | -21%
N#Cc1ccc(C(=O)N2CCOC[C@H](Oc3ccc(C(F)(F)F)cc3)C2)cc1 | -3%[86.2 µM]
O=C1CC(c2ccccc2O)Cc2c1cnn2-c1nc2ccccc2[nH]1 (stereo not given) | -24%
Cc1ccc(NC(=O)CCn2cnc3c2c(=O)n(C)c(=O)n3C)cc1 | 9%
Cn1cccc1Cc1nnc(SCC(=O)Nc2ccc(F)cc2F)n1-c1ccc(F)cc1 | 0%
COc1ccccc1Cc1nc2ccccc2nc1SCC(=O)Nc1cccc(Cl)c1C | -5%
COC(=O)C1CN(Cc2ccc(F)cc2)CCS(=O)(=O)N1Cc1ccccc1 (stereo not given) | 22%
CN(Cc1cccc(F)c1)C(=O)Cn1nnn(-c2cccs2)c1=O | 4%
CCCCNC(=O)c1ccc(/C=C2\Oc3ccccc3N(C)C2=O)cc1 | 15%
COc1ccc(-c2cc(C[C@H]3CNCC[C@H]3CC(=O)N3CCCCC3)no2)cc1 | -19%[86.2 µM]
CCOc1ccccc1C(=O)N/N=C/c1coc2ccc(Cl)cc2c1=O | -15%
Cc1ccc(C)c(NC(=O)[C@H]2CCC[C@H]2NC(=O)c2ccncc2)c1 | 11%
Cc1noc([C@@H](C)NS(C)(=O)=O)c1C(=O)O | -36%[115 µM]
CC(=O)Nc1nonc1-c1nnc(SCC(=O)Nc2c(C)cccc2C)n1-c1ccccc1 | -7%
COc1ccc(S(=O)(=O)CC(=O)c2ccc(F)cc2)cc1 | 17%
COc1ccc(/C=C2\Oc3cc(OS(C)(=O)=O)ccc3C2=O)c(OC)c1 | 3%
COc1cc(C2C(C(=O)Nc3ccccn3)=C(C)Nc3ncnn32)ccc1OCc1ccccc1 (stereo not given) | 13%
Cc1ocnc1C(=O)NC1CC(c2nnc(Cn3cccn3)n2C)C1 (stereo not given) | -17%
CN(C)S(=O)(=O)c1ccc(NC(=O)COc2ccc3cc(Br)ccc3c2)cc1 | 2%
CC(/C=N/n1c(-c2cccnc2)n[nH]c1=S)=C\c1ccco1 | -24%
COc1cccc(NC(=O)CCC2CCN(C(=O)c3cnc(C)[nH]c3=O)CC2)c1 | 15%
COc1cc(CN(C(=S)NCC(=O)NCc2ccc(Cl)cc2)C2CCCC2)cc(OC)c1OC | 14%
Cc1cc(=O)n(Cc2ccc(F)cc2Cl)c2c1c(C)nn2C | 15%
O=C(Nc1nnc(-c2ccc(Cl)cc2)o1)Nc1ccccc1F | ?
CC(=O)c1cc(CN2CCC(c3nnc4n3CCCCC4)CC2)n(C)c1 | 9%
CN(C)CC(O)COc1ccc(CN2CCN(c3ncc[nH]c3=O)CC2)cc1 (stereo not given) | ?
O=C(CN1CCCc2cc(F)c(F)cc21)Nc1cccc2nsnc12 | -8%
O=C(NC1CCS(=O)(=O)C1)c1cc2ccccc2oc1=O (stereo not given) | -16%
Cn1cc(/C=C(\NC(=O)c2ccco2)C(=O)N2CCOCC2)c2ccccc21 | 10%
CO[C@H]1C(=O)N(C2CCN(S(=O)(=O)c3cccnc3)CC2)[C@H]1c1ccncc1 | 25%
COc1ccc(NC(=O)COc2cccc(-c3nnc4n3CCCC4)c2)cc1OC | -2%
COc1ccc(C)cc1S(=O)(=O)N1CCCC(C(=O)N2CCN(c3ccccc3)CC2)C1 (stereo not given) | 18%
CCc1ccc(S(=O)(=O)c2cnc(SCC(=O)Nc3ccc(OC)cc3OC)[nH]c2=O)cc1 | ?
Cc1ccc2oc(-c3ccc(C)c(NC(=O)c4ccc5c(c4)OCCO5)c3)nc2c1 | -18%
Cc1cccc(NS(=O)(=O)c2ccc3c(c2)[C@H]2C=CC[C@H]2[C@@H](c2ccc(F)cc2)N3)c1 | ?
COc1cc(Cl)c(C)cc1NC(=O)c1cn(CC(C)C)c(=O)c2cc(OC)c(OC)cc12 | -4%
O=C1CN(C(=O)CCC(=O)N2CCc3c(nc4cc(-c5ccccc5)[nH]n4c3=O)C2)c2ccccc2N1 | 28µM*
CC(C)Oc1cccc(-c2nc(C(=O)N(C)Cc3ccccc3)cs2)c1 | -31%
Cc1ccc(C2Cn3nnc(C(=O)N4CCN(C(=O)c5ccc(F)cc5)CC4)c3CO2)cc1 (stereo not given) | 18%
O=C(CSc1nc2c([nH]c3ccccc32)c(=O)n1-c1ccc(F)cc1)N1CCc2ccccc21 | -27%
O=C(Nc1ccc2c(c1)OCO2)C1CCN(C(=O)c2cc3ccccc3o2)CC1 | -10%

Sorted by value in KDM5B inh (smallest number first): some entries from above.
SMILES | KDM5B inh
CC(C)Oc1cccc(-c2nc(C(=O)N(C)Cc3ccccc3)cs2)c1 | -31%
Cc1ccc2oc(-c3ccc(C)c(NC(=O)c4ccc5c(c4)OCCO5)c3)nc2c1 | -18%
COc1cc(Cl)c(C)cc1NC(=O)c1cn(CC(C)C)c(=O)c2cc(OC)c(OC)cc12 | -4%
COc1ccc(NC(=O)COc2cccc(-c3nnc4n3CCCC4)c2)cc1OC | -2%
COc1ccc(C)cc1S(=O)(=O)N1CCCC(C(=O)N2CCN(c3ccccc3)CC2)C1 (stereo not given) | 18%

The listing picks up; the 6 compounds before the break are reprinted first.
SMILES | KDM5B inh
COc1cc(Cl)c(C)cc1NC(=O)c1cn(CC(C)C)c(=O)c2cc(OC)c(OC)cc12 | -4%
O=C1CN(C(=O)CCC(=O)N2CCc3c(nc4cc(-c5ccccc5)[nH]n4c3=O)C2)c2ccccc2N1 | 28µM*
CC(C)Oc1cccc(-c2nc(C(=O)N(C)Cc3ccccc3)cs2)c1 | -31%
Cc1ccc(C2Cn3nnc(C(=O)N4CCN(C(=O)c5ccc(F)cc5)CC4)c3CO2)cc1 (stereo not given) | 18%
O=C(CSc1nc2c([nH]c3ccccc32)c(=O)n1-c1ccc(F)cc1)N1CCc2ccccc21 | -27%
O=C(Nc1ccc2c(c1)OCO2)C1CCN(C(=O)c2cc3ccccc3o2)CC1 | -10%
CC1CCCN(C(=O)CCS(=O)(=O)c2cc3c(cc2Cl)NC(=O)CO3)C1 (stereo not given) | -11%
O=C(C1CCN(c2nc(-c3ccccc3)nc3c2CCC3)CC1)N1CCCNCC1 | -22%
COc1ccc(CNC(=O)C2CCCN(S(=O)(=O)N(C)c3ccc(F)cc3)C2)cc1OC (stereo not given) | ?
O=C(NCc1ccco1)c1cc(-c2ccccn2)nc2ccccc12 | -13%
CCOC(=O)C1=C(C)N=C2SC=C(CC(=O)Nc3cccc(OC)c3)N2C1c1cccc(OC)c1 (stereo not given) | -17%
O=C1NC2(CCN(Cc3cccc4ccccc34)CC2)Oc2ccccc21 | 13%
Cc1ccc(Nc2nc3ccccc3nc2-n2nc(C)cc2C)cc1 | -4%
Cc1ccc(CN2CC[C@H](c3nnc(-c4ccccc4F)o3)C2)o1 | -9%[86.2 µM]
O=C(c1ccc(F)cc1)N1CCC(OCCOc2cccnc2)CC1 | -17%
CCOC(=O)c1ccc(NS(=O)(=O)c2cc(Br)cc3c2N(C(C)=O)C(C)C3)cc1 (stereo not given) | -21%
CC(C)CN[C@@H]1C[C@H](COc2ccc(S(C)(=O)=O)cc2)[C@@H](O)[C@H]1O | -8%[86.2 µM]
C[C@@]1(O)CCN(C(=O)c2ccc(-c3noc(C4CC4)n3)cc2)C[C@@H]1O | 19%
Cc1ccc(CNC(=O)N2CCCCCCNC(=O)[C@@H]3CCCC[C@@H]32)cc1 | 16%
COC(=O)[C@@H]1Cc2c([nH]c3ccccc23)[C@H]2C[C@H](N3CCCCC3)C[C@@H](c3ccccc3F)N21 | -19%
CCNc1c(NC(=O)c2cccc(OC)c2)c(=O)oc2ccccc12 | 12%
COc1ccc(-n2ncc(C(=O)Nc3ccc(C)cc3Cl)c2C2CCN(C(=O)OC(C)(C)C)CC2)cc1 | 2%
C=CCn1c(SCc2nc3ccccc3o2)nnc1-c1ccc(Cl)cc1 | 17%
O=C(CSc1cn(Cc2cccc(F)c2)c2ccccc12)N1CCCCC1 | 16%
COc1cc(/C=N/NC(=O)Cn2cnc3c2c(=O)n(C)c(=O)n3C)cc(OC)c1OC | -28%
CC1CC(C)CN(C(=O)c2ccc(Oc3ccccc3)cc2)C1 (stereo not given) | -5%
CCOc1ccc(-n2c(CC)nc3c(cnn3-c3ccc(Cl)cc3)c2=O)cc1 | 6%
CCN(c1cccc(C)c1)S(=O)(=O)c1cc(Br)cc2c1N(C(C)=O)C(C)C2 (stereo not given) | -23%
O=C(CNc1ccc(F)c(Cl)c1)Nc1cc(Cl)ccc1-n1cncn1 | -9%
O=C(CC(F)(F)F)NCCc1noc(C2CC2)n1 | 38%[activator]
Cc1ccc(NC(=O)c2nn(C)c3c2CCc2sccc2-3)cc1F | ?
Cc1ccc(C(=O)N/N=C/c2cn(Cc3ccccc3)c3ccccc23)cn1 | ?
CCOC(=O)c1cc(S(=O)(=O)Nc2cc(OC)ccc2OC)[nH]n1 | -58%
Clc1ccc(-c2cnc3n2C[C@H](CNC2CCCC2)OC3)cc1 | 12%[86.2 µM]
O=C([C@@H]1C[C@H](F)CN1C(=O)CCCc1ccccc1)N1CCCCC1 | -17%
CCc1cc(CC)n(-c2nc3c(c(=O)n(CC)c(=O)n3C)n2Cc2ccc(OC)cc2)n1 | 4%
CC1(C)Cc2c(sc(NC(=O)C(N)=O)c2C#N)CO1 | -18%
CCN(CC)S(=O)(=O)c1ccc2c(c1)N(CC(=O)N1CCN(c3ccc(OC)cc3)CC1)C(=O)CO2 | -10%
Cc1ccccc1/C=C/C(=O)c1ccco1 | ?
N#Cc1ccc(NC(=O)COCc2cc(-c3ccc(F)cc3)on2)cc1 | -5%
CCCN1CCN(c2ncnc3sc(C(=O)Nc4ccc(N(CC)CC)cc4C)c(C)c23)CC1 | ?
Cc1c(C(=O)N(C)Cc2cc(-c3cccnc3)no2)oc2c(F)cccc12 | -17%
CC(=O)NCCc1ccc(C(=O)COC(=O)c2ccc(C)cc2O)s1 | 2%
O=C(CC1CCOCC1)NCc1cccnc1 | 13%
COCC(=O)NC[C@H]1O[C@@H](CC(=O)N2CCN(c3ccccc3OC)CC2)[C@H](O)[C@@H]1O | 20%
O=C(Nc1cccc(S(=O)(=O)NC2=NCCC2)c1)c1cccc(Br)c1 | 10%
COc1ccc2[nH]c3c(c2c1)CCNC31CCN(C(=O)c2cn(C)cn2)CC1 | ?
O=C(Nc1ccccc1-c1ccccc1)c1cccc(F)c1 | -7%
CC(C)N1C(=O)C(CC(=O)O)=C2CCCCC21 (stereo not given) | 22%
O=C(NCCN1CCOCC1)c1ccc(Cl)c(S(=O)(=O)N2CCCCC2)c1 | -7%
Cc1cccnc1CN1CCN(CC2(O)CCNC2)CC1 (stereo not given) | ?
CCOc1ccc(-c2nc(CSCC(=O)NCCCN3CCOCC3)c(C)o2)cc1 | ?
Cc1nn(-c2ccccc2)nc1C(=O)N[C@H](C)c1onc(-c2cccnc2)c1C(=O)O | 25µM*
CC(=O)Nc1cc(C(=O)Nc2ccc3c(c2)N(C)C(=O)c2ccccc2S3)ccc1C | -4%
CC(C)CCC(=O)N1CCN(c2nc3c(s2)CN(C)CC3)CC1 | ?
COc1cccc(CN2CCc3c(cc(C(=O)N4CCN(CC(C)C)CC4)n3C)C2)c1 | -6%
CCC(C)c1ccc(C(CC)NC(=S)NCc2ccc(F)cc2)cc1 (stereo not given) | -16%
CCOc1cc(C(=O)N2CCC[C@H]2c2nc(-c3ccc(OC)cc3)no2)cc(OCC)c1OCC | -17%
COCCC(=O)N1C[C@@H]2CCCN3CCC[C@@H]([C@H]23)[C@H]1CCCC(=O)N1CCOCC1 | 8%
c1ccc(-c2nnc(CN3CCCCC3)o2)cc1 | ?
Cc1cc(C(=O)N2CCOC[C@H](Oc3cnccn3)C2)c(C(F)(F)F)o1 | 3%[86.2 µM]
O=C(NCc1ccncc1)C1CCN(C(=O)c2ncn3c2COC(c2ccc(F)cc2)C3)CC1 (stereo not given) | 14%
CCC(CC)n1c(COc2ccccc2Cl)nnc1SCC1CC1(Cl)Cl (stereo not given) | -18%
CCOC(=O)/C(C#N)=C\c1cc(Br)c(OC)c(OCC)c1 | 29%
Cc1cc(C)cc(NC(=O)N2CCCC(Cn3c(C)nc4cccnc43)C2)c1 (stereo not given) | ?
CCCNC(=O)C(NC(=O)c1cccc(OC)c1)C1CCN(C(=O)c2cccc(OC)c2)CC1 (stereo not given) | 11%
Following part
SMILES | KDM5B inh
COc1ccc(NC(=O)Cn2c(=O)n(-c3ccc(C)cc3)c(=O)c3c2cnn3C)cc1 | -20%
O=C(COC(=O)c1c[nH]c2ccccc12)Nc1cccc2ccccc12 | -1%
COCc1cc(C[C@@H]2C[C@H](NCc3ccccc3O)C2(C)C)no1 | 61%[activator][86.2 µM]
O=C(CN1C(=O)NC2(CCc3ccccc32)C1=O)Nc1ccccc1Cl (stereo not given) | 16%
O=c1[nH]c2ccsc2c(=O)n1CCO | 20%
COc1ccc(S(N)(=O)=O)cc1C(=O)N(C)CC(=O)Nc1ccc(N2CCOCC2)cc1 | 1%
CC(C)c1ccc(CNCc2ccco2)cc1 | 26%
N#Cc1c(OCC(=O)N2CCCCC2)nc(-c2ccco2)c2c1CCC2 | ?
Cc1ccc(-c2nc(CS(=O)(=O)CC(=O)N3CCc4ccccc43)c(C)o2)cc1 | -6%
COc1ccccc1NC(=O)COc1cccc(-c2nnc3n2CCCC3)c1 | 14%

Only part of the results is shown (hit frequency here may not be typical).
